# m5-HT2A agonist: mouse Htr2a agonists via beta-arrestin recruitment, primary screen, cell-based, luminescence; CHO-K1 mHTR2A beta-arrestin complementation; percent of 30 µM serotonin response; activation, % at 7.6 µM; 5-hydroxytryptamine receptor 2A (Mus musculus), P35363; 0.66% of 360,000 active; AID 624169, 2012;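 active means activation above a run cutoff, the mean activation of all tested compounds plus 3 SD, cut at about 14% in these data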;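 further: 0% = plate median of compound wells and 100% = 30 µM serotonin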
# Target sequence (P35363 whole entry, looked up): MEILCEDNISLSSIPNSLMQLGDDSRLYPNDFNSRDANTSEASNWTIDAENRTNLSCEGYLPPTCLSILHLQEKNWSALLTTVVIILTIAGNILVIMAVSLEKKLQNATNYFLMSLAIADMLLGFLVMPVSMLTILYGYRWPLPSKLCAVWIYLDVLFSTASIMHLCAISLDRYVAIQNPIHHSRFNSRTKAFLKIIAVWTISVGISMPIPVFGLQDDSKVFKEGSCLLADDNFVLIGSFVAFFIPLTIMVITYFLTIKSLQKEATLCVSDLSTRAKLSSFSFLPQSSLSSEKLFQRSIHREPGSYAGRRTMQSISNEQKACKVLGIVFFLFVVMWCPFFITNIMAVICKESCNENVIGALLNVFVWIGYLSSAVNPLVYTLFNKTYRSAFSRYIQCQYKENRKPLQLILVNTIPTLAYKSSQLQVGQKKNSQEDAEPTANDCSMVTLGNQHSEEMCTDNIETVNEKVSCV
# PDI turbidity: inhibitors of human PDI, primary screen, biochemical, turbidity, single point, plate reader; PDI insulin aggregation turbidity, A650, 90 min; inhibition, % at 10 µM; 0.052% of 350,000 active;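 active means mean inhibition across replicates of 30% or more, whatever share of single replicates reach that level; inconclusive means mean inhibition below 30% while every single replicate reaches 30%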;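 further: absorbance from insulin aggregation driven by PDI reduction with DTT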
# MC4R antagonist: MC4R antagonists of cAMP signaling, primary screen, cell-based, TR-FRET, antagonist arm of biased-ligand search; Melanocortin receptor 4 (Homo sapiens), P32245; MC4R-expressing cells, MTII-stimulated cAMP, LANCE TR-FRET; inhibition, % at 6.5 µM; 0.48% of 360,000 active;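 active means inhibition above its plate's cutoff, the mean of tested wells on that plate plus 3 SD, cut at about 29% in these data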;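 further: 0% = Melanotan II alone and 100% = Melanotan II plus saturating MCL0020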
# Target sequence (P32245 whole entry, looked up): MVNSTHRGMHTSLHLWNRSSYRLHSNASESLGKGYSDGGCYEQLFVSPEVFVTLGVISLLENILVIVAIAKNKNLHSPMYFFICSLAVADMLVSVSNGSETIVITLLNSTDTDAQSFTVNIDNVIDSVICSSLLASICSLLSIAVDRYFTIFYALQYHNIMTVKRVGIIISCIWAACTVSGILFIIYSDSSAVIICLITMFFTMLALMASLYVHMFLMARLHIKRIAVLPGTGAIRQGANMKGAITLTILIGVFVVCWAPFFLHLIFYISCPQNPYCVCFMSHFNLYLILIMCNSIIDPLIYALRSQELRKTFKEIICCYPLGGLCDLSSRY
#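 System: U2OS cells stably expressing human melanocortin 4 receptor (MC4R). Reagent: Melanotan II challenge after compound preincubation. Doses: 6.5 µM. Times: 30-min compound, 1-h challenge, 1-h detection, room temperature. Measured by: TR-FRET with Eu-cAMP and labeled anti-cAMP, 671 nm. Replicates: singlicate.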
# N-glyco inh: increase of ERlucT glycosylation luciferase signal, primary screen, N-linked glycosylation inhibitor project, D54 ERlucT cells, luminescence, set 2; D54 ERlucT glycosylation luciferase reporter, 24 h; percent of 100 nM tunicamycin response; reporter increase, % at 12.5 µM; 0.23% of 360,000 active;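 active means mean luciferase reporter signal, scaled so untreated is 0 and the glycosylation-blocking control 100, at or above a set limit in every replicate; inconclusive means mean reaches the limit but not every replicate does; inactive means mean below the limit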;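 further: luciferase carries N-glycosylation sites so blocking glycosylation raises the light; 0% = median of neutral control wells and 100% = median of 100 nM tunicamycin wells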
# aDG glyco up: activators of alpha-DG glycosylation, primary screen, uHTS, Pro5-aDG cells, AlphaScreen | alpha-DG glycosylation AlphaScreen (IIH6); 0% Pro5, 100% B10-LARGE cell signal | activation, % at 10 µM | 0.22% of 360,000 active;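 active means activation of at least 8% versus controls, or a plate z-score of at least 8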;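 further: Pro5 are CHO cells carrying HIG-tagged alpha-DG that lacks glycosylation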
# MC4R ag barr: MC4R agonists recruiting beta-arrestin, primary screen, cell-based, luminescence, agonist arm of biased-ligand search; Melanocortin receptor 4 (Homo sapiens), P32245; activation, % at 8.9 µM; AID 540308, 2011; U2OS MC4R beta-arrestin complementation; percent of melanotan II response, DMSO zero; 0.98% of 360,000 active;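 active means activation above a per-plate cutoff, the mean activation of sample wells on that plate plus 3 SD, cut at about 8% in these data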
# CaV13 ICDI inh: Primary screen for inhibitors of IQ motif and Ca2+-dependent inactivation inhibitor domain binding in CACNA1D, Förster resonance energy transfer in living cells, …. HEK cells, CFP/YFP FRET ICDI-IQ, plate reader, 10 min; percent FRET-ratio fall versus neutral wells. inhibition, % at 12.3 µM. 0.098% of 340,000 active. AID 743397;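 active means mean replicate inhibition of at least 30% and at least 1% of replicates passing that level; inconclusive means only one of the two criteria is met; inactive means neither criterion is met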;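 further: 0% = median of the neutral control wells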
# ABCB6 inh 2: ABCB6 transporter inhibitors, primary screen, K562-ABCB6 cells, flow cytometry, MLPCN library; ATP-binding cassette sub-family B member 6 (Homo sapiens), Q9NP58; K562-ABCB6 porphyrin accumulation, 1 h; hits give low values; 0.19% of 360,000 active; fluorescence ratio to DMSO, % at 10 µM;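 active means fluorescence ratio to DMSO below 75%, the collection mean minus 3 SD; inconclusive means too few cells collected in the well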;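 further: signal is porphyrin accumulated inside mitochondria; 100% equals median channel fluorescence of DMSO control wells; lower ratio means ABCB6 inhibition with less porphyrin fluorescence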
# Vif inh: HIV Vif self-association inhibitors, primary screen, imaging, HEK293T, single point. HEK293T cells, Vif self-association by quenched fluorescence, 24 h. inhibition, % at 7.49 µM. 0.35% of 340,000 active. AID 602346, 2012; in the data active means inhibition above about 50%, passing the limit was not always enough; inconclusive means no clear call, values can overlap the other calls; inactive means below about 31%; further: some results filed as inactive read as strong as hits
# Cardio protect: cardioprotection against H2O2-induced cell death, primary screen, uHTS, H9c2 cells, ATPLite luminescence. H9c2 cardiomyocytes, H2O2 injury protection, 2 h. protection from H2O2 cell death, % at 20 µM. 0.63% of 360,000 active. AID 588492, 2011;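 active means compounds giving at least 50% protection of heart cells from peroxide-induced death in the single-dose screen, raw or plate-pattern-corrected value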;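 further: 0% = DMSO wells with peroxide and 100% = DMSO wells without peroxide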
# * hit, by the source's call; u = inconclusive; x = not tested or not shown; & = joins results of further samples.
SMILES,m5-HT2A agonist,PDI turbidity,MC4R antagonist,N-glyco inh,aDG glyco up,MC4R ag barr,CaV13 ICDI inh,ABCB6 inh 2,Vif inh,Cardio protect
COc1ccc(NC(=O)c2cc(OC)c(OC)cc2OC)c(S(=O)(=O)N2CCOCC2)c1,7,8,8,-1,0.1,-0.7,x,105,6,-10
CCOc1cc(C(=O)N2CCN(c3ccc(C(C)=O)cc3)CC2)cc(OCC)c1OCC,-1,-3,17,1,0.1,0.7,-8,110,x,3
Cc1ccc(S(=O)(=O)NCC(=O)OC(C)C(=O)NCc2ccc3c(c2)OCO3)cc1 (stereo unspecified),-1,2,18,-2,-0.3,-1.4,-6,97,-13,-6
O=C(COC(=O)C12CC3CC(CC(C3)C1)C2)NCc1ccccc1,2,-7,1,0,-0.1,0.1,-2,97,0,1
CC(C)(C)c1ccc(SCCc2ccncc2)cc1,1,-1,3,-3,1.3,2.7,-1,93,-3,-14
O=C(CNC(=O)c1ccc(OC(F)F)cc1)NCC1CCCO1 (stereo unspecified),-6,-4,3,1,-0.2,-1.2,x,97,14,0
CCOC1=C2[C@@H](CN(S(=O)(=O)c3ccccc3C)[C@H]2c2ccc(Cl)cc2)[C@H]2C(=O)NC(=O)[C@H]2C1,-3,x,x,2,-0.3,x,-6,98,x,5
C=CCOc1ccc(C(=O)Nc2ncn[nH]2)cc1,-1,-3,10,4,0.0,-1.2,-21,106,0,0
N#Cc1c(N)nc2c(c1-c1ccco1)CCCCC2,2,9,0,-3,-0.1,1.6,-7,94,x,4
CC(C)CNC(=O)c1cccc(NC(=O)CCc2ccccc2)c1,5,1,0,0,0.0,-0.9,-2,100,-20,-3
O=S(=O)(NCc1ccccc1)NCc1ccccc1F,2,-11,10,5,0.1,-2.8,3,96,0,-3
CSc1ncnc2c1ncn2CCCNCc1ccco1,5,-1,9,-1,-0.2,-1.6,-6,95,x,3
CCOC(=O)C1=C(C)NC2=C(C(=O)c3ccccc32)C1c1cccc2ccccc12 (stereo unspecified),-4,-2,-1,-2,0.1,-3.5,-1,101,-8,-17
CCC1(c2ccccc2)NC(=O)N(CC(=O)Nc2cccc(S(=O)(=O)N3CCCC3)c2)C1=O (stereo unspecified),-6,-2,6,-2,-0.1,-2.1,-4,104,x,-3
Cc1cccc(NC(=O)CNC(=O)C(NC(=O)Cc2ccccc2)C(C)C)c1C (stereo unspecified),-1,2,10,0,-0.3,-0.3,-6,100,8,-4
CCN(CC)CCCNc1nc(CN2CCOCC2)nc2sc3c(c12)CCC3,-3,1,20,0,0.0,1.5,-6,100,1,22
O=C(Nc1ccc2c(c1)OCCO2)C(c1ccnc2ccccc12)N1CCN(C/C=C/c2ccccc2)CC1 (stereo unspecified),-2,x,x,-1,0.5,x,-5,100,2,-1
CN(Cc1ccccc1)C(=O)c1ccc(NC(=O)Cc2ccc(NC(=O)C3CCCN(C(=O)c4ccccc4)C3)cc2)cc1 (stereo unspecified),2,0,3,-1,-0.1,1.5,-3,100,-21,-9
CN(Cc1ccccc1)C(=O)c1cccc(NC(=O)Cc2ccc(NC(=O)C3CCCN(C(=O)C4CCCC4)C3)cc2)c1 (stereo unspecified),-8,0,-3,-5,0.0,1.2,-5,101,-7,-8
N#Cc1ccccc1CSc1nc(N)cc(N)n1,3,-2,-2,0,0.0,0.9,-4,103,0,7
COc1nc2ccccc2nc1N1CCN(Cc2ccc3c(c2)OCO3)CC1,4,-4,1,-1,0.1,0.1,-4,102,-15,-5
O=C(CNC(=O)Cc1ccccc1)NCC(=O)OCC(=O)c1ccccc1Cl,-3,6,19,0,0.0,-1.3,-7,100,x,5
Cc1ccc(CN2CCSc3ccc(C(=O)N4CCOCC4)cc32)cc1,3,9,-5,1,-0.2,-1.4,x,91,-3,-3
CCOCCCNC(=O)CCS(=O)(=O)Cc1ccc(C)cc1,-3,-4,4,0,-0.2,-1.2,-7,96,4,0
COc1ccc2c(C)cc(=O)oc2c1OCC(O)CN1CCOCC1 (stereo unspecified),0,x,x,1,0.1,x,-9,99,0,0
O=C(CSc1n[nH]c(=O)n1C1CC1)Nc1cc(Cl)ccc1Oc1ccccc1,11,-1,2,-2,0.0,0.0,-7,97,-10,-10
COC(=O)CNC(=O)C12CC3(C)CC(C)(CC(C)(C3)C1)C2,-4,8,3,1,0.1,-1.3,-5,92,x,-3
CC(C)CN(CC(C)C)S(=O)(=O)N1CCC(C(=O)NCCN2CCOCC2)CC1,4,-1,15,0,0.0,-0.2,x,100,11,6
C=CCC[C@@H](Cc1ccc(F)cc1)C(=O)OC[C@H](Cc1c[nH]c2ccccc12)NC(=O)[C@@H](CC=C)CC(=O)NCCO,-2,21,13,-3,0.2,-1.6,-6,100,-12,13
CN(C)CCC(=O)c1ccc(Cl)cc1,2,-2,16,0,0.9,-1.4,x,102,1,-26
O=C(NC(=S)N1CCN(Cc2ccccc2)CC1)c1ccccc1,5,4,0,-1,-0.1,-2.1,-5,99,-13,19
CC1CCC(C(C)C)C(OC(=O)CSc2nccc(=O)[nH]2)C1 (stereo unspecified),-1,4,7,3,2.1,-0.3,-4,99,0,1
C=CCOC(=O)C1=C[C@H](c2ccc(Br)cc2)C[C@H](OCc2ccc(CO)cc2)O1,3,1,9,2,2.3,1.4,-6,99,41,-2
Cc1ccc(CC(=O)O/N=C(\N)c2ccccn2)cc1,-2,-7,4,-4,0.1,-2.3,-5,104,-5,-2
CCN(CC)C(=O)CC(c1ccc(OC)cc1)c1c(O)cc(OC)cc1OC (stereo unspecified),4,0,1,-5,-0.1,-0.3,-10,98,-3,4
Cn1c(N)c(C(=O)c2ccc(Cl)cc2)c(=O)n(C)c1=O,3,-4,3,3,0.1,-1.8,-3,93,2,1
CC(=O)Nc1ccc(C(=O)COC(=O)c2cc(C)oc2C)c(F)c1,7,4,0,0,0.5,1.7,-2,93,-2,-6
O=C(COC(=O)c1ccc[n+]([O-])c1)Nc1ccc(Cl)cc1[N+](=O)[O-],4,-7,1,0,0.0,1.2,-6,92,1,-3
Fc1cccc(Cl)c1-c1nnc2ccc3ccccc3n12,7,7,-49,-7,0.8,-2.2,8,101,-1,-16
O=C(NCCc1nc2ccccc2[nH]1)c1ccc(Cl)c([N+](=O)[O-])c1,-6,0,12,0,0.0,0.2,-3,103,5,-4
c1ccc(-c2[nH]ncc2CN2CCN(Cc3ccc4c(c3)OCO4)CC2)cc1,-6,3,10,0,0.0,0.3,-6,103,-1,-2
COc1ccc(NCc2nc3ccccc3n2CCOc2ccccc2)cc1,0,-2,-11,2,0.0,2.1,-9,101,x,5
O=C(OC1CCOC1=O)c1cc(-c2ccc(Br)cc2)nc2ccccc12 (stereo unspecified),0,-6,-1,1,-0.4,2.7,-4,98,4,-6
CSc1n[nH]c(NCc2ccc(Cl)cc2)n1,0,-2,10,-1,0.2,-1.9,-4,101,14,-2
O=C(NCCc1ccccc1)C(=O)NCC1OCCN1S(=O)(=O)c1ccc(Br)cc1 (stereo unspecified),-5,2,5,-4,0.0,-1.9,-7,106,1,-8
Cc1ccc(/C=N/NC(=O)C2CCN(Cc3ccc(F)cc3Cl)CC2)o1,-4,2,2,-1,-0.3,-1.7,0,91,0,-17
CN1CCN(Cc2c(O)c(Cl)cc3c(-c4ccccc4)cc(=O)oc23)CC1,7,6,17,1,-0.3,-1.4,-5,98,0,-1
CCN(CC)CC(=O)Nc1c(C)cccc1C,0&3&6,-18&-7&5,3&-2&6,1&0&1,0.0&-0.3&0.1,-0.1&-0.3&0.7,-5&-5&-4,97&99&101,u,-5&17&10
COC(=O)c1c(-c2ccc(F)cc2)noc1N,2,11,-7,0,0.1,0.1,-8,96,0,2
N#C/C(C(=O)NCc1ccccc1)=C1/N=C(NC(=O)c2cccs2)c2ccccc21,-1,-7,3,0,-0.1,-2.5,-6,120,-2,4

# Next section:
SMILES,m5-HT2A agonist,PDI turbidity,MC4R antagonist,N-glyco inh,aDG glyco up,MC4R ag barr,CaV13 ICDI inh,ABCB6 inh 2,Vif inh,Cardio protect
O=C(N1CCOCC1)C1(c2ccc(Cl)cc2)CCCC1,-2,-1,4,1,0.1,-1.8,x,99,15,0
CCOC(=O)c1ccc(NC(=O)c2c(NC(=O)CCC(=O)O)sc3c2CCCCC3)cc1,6,1,13,-1,-0.3,-0.5,-7,121,10,4
O=c1ccc(NS(=O)(=O)c2ccc(Cl)cc2)cn1Cc1ccc(Cl)c(Cl)c1,-2,8,10,3,0.0,1.1,-3,93,-4,-9
COc1cccc(-c2nc(-c3cccc(C)c3)nc3cc(Cl)ccc23)c1,17*,x,x,x,-0.3,x,-10,125,x,x
O=C(NC1CCCCC1)C1c2ccccc2OCC(=O)N1CCCN1CCOCC1 (stereo unspecified),-1,x,x,x,-0.2,x,-1,94,x,x
Nc1nc2ccc(O)cc2s1,0,11,0,-1,0.0,0.4,-3,99,-10,0
CCOC(=O)C1C(=O)OC(C)(C)C1C(C)C(=O)c1ccc(OC)cc1 (stereo unspecified),1,-1,20,2,0.0,-0.7,-4,103,10,4
O=C(NCc1ccc2c(c1)OCO2)C(=O)NCC1OCCN1S(=O)(=O)c1ccc(F)cc1 (stereo unspecified),-2,-2,9,2,0.1,-3.6,-6,92,3,-3
CS(=O)(=O)c1ccc(Nc2nc(C(N)CCc3ccccc3)cs2)cc1 (stereo unspecified),-6,-1,7,0,0.3,-1.3,-5,96,21,1
COCCn1nnnc1C(C(C)C)N1CCOCC1 (stereo unspecified),1,20,-3,2,0.0,-1.0,x,92,2,7
Cc1ccc(CNC(=O)C2CC(c3ccccc3[N+](=O)[O-])=NO2)o1 (stereo unspecified),0,1,-6,2,-0.1,-1.4,-4,100,-3,9
Cc1ccc(NC(=O)Nc2cc(S(=O)(=O)N(C)C)ccc2C)cc1,-6,10,3,0,-0.2,-2.9,7,93,7,-6
O=C(NCCCN1CCOCC1)c1cc2cc(Br)ccc2oc1=O,4,2,-9,2,0.2,-0.2,x,103,6,8
Cc1nn(CC(=O)NCCc2cccs2)c(=O)c2nn(-c3ccccc3)c(C)c12,-4,-4,2,0,0.1,1.0,-7,96,1,-5
CCN(CC)S(=O)(=O)c1ccc(Cl)c(C(=O)Nc2nnc(C)s2)c1,5,1,18,0,0.1,0.4,-5,96,-8,-1
